High-throughput results (PubChem BioAssay)
D1 PAM: human D1 dopamine receptor positive modulation; P21728; hit rate 0.036% among 360,000; potentiation, % at 10 µM; HEK293 TREx D1 cells, calcium flux, dopamine EC20 potentiation; in the data active = potentiation above about 30%; also: 0% is about no effect
Vif-APOBEC3G blk: Vif-A3G binding inhibition. HeLa A3G-eYFP + Vif (tagged APOBEC3G with the HIV-1 protein that degrades it), YFP fluorescence, overnight. hit rate 0.076% among 410,000. Potency, µM (top dose mostly 46.1 µM), for inactives: at the top dose activity, negative = active, hits mostly inhibitors. Q9HC16;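 also: potency is read from the fitted curve at half-maximal effect; % is scaled to controls: 0 for no effect and ±100 for the full control effect; nearly all actives have a fitted effect of over 60% in size; hits raise eYFP signal because A3G escapes Vif-driven loss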
Target sequence (Q9HC16 whole entry, looked up): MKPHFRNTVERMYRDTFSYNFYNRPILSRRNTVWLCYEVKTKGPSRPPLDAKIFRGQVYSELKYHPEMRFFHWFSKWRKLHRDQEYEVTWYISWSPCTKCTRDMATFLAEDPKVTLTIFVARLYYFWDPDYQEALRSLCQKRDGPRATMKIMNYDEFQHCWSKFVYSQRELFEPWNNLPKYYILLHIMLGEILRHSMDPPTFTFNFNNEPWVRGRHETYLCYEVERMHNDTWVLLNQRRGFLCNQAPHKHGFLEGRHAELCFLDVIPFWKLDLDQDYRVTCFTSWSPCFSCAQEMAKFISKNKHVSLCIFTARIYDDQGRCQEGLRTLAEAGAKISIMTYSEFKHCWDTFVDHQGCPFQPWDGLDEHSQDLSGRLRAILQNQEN
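HeLa cells stably expressing Vif and C-terminally eYFP-tagged A3G, seeded overnight at 37 deg C, then exposed to compound by pintool overnight at 37 deg C. Rise in yellow fluorescence (Ex 488/Em 500-530, Acumen) marks blocked Vif-driven A3G degradation.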
LDHA inh: LDHA (human) enzyme inhibition; purified LDHA, NADH/diaphorase-resazurin fluorescence; active compounds read low; activity change, % (values are at about 110 or 230 µM); hit rate 0.15% among 480,000; AID 1347041; in the data active = activity change below about -30%; inconclusive = mostly about -25% to -30%;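 also: plate controls were DMSO wells for no effect and wells without enzyme for full effect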
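Human LDH5 (2 nM) was incubated with 0.06 mM NADH and 0.2 mM pyruvate for 5 min at room temperature in Tris pH 7.4. Remaining NADH was coupled through diaphorase/resazurin, and resorufin fluorescence was read at 0 and 20 min.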
RXFP1 agonist: agonists of human relaxin receptor RXFP1 | Q9HBX9 | HEK293T-RXFP1 cAMP TR-FRET, 30 min; response scale: percent of porcine relaxin response, buffer zero | Potency, µM (highest dose often 57.5 µM), without a hit: top-dose activation, usual class: activators | hit rate 0.3% among 370,000; also: potency is read from the fitted curve at half-maximal effect; % is scaled to controls: 0 for no effect and ±100 for the full control effect; nearly all actives have a fitted effect of over 60% in size; many of its hits are not listed in these tables
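Agonist response is measured as cAMP accumulation in an RXFP1-transfected HEK293T line under PDE4 inhibition. Values are scaled between buffer-only and 29 nM porcine relaxin, and EC50s come from standard Hill equation fits.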
GRP78 ERSR act: induces the endoplasmic reticulum stress response in human glioma cells; Potency, µM, without a hit: at the highest dose activation, actives largely listed as activators; U87-MG GRP78 promoter luciferase reporter, 16 h; hit rate 0.02% among 420,000; also: potency is read from the fitted curve at half-maximal effect; series mostly up to about 76 µM; % of control where 0% means no effect; nearly all actives have a fitted effect of over 35% in size
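Stably transfected U87-MG human glioma cells carrying a GRP78-based luminescent sensor were seeded at 1000 cells/well, pin-dosed with compounds and incubated 16 h. Luciferase reagent was then added, and end-point luminescence was read after 10 min at room temperature.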
D2 PAM: D2 dopamine receptor (human) potentiation; hit rate 0.34% among 340,000; HEK293 T-REx D2, calcium flux, EC20 dopamine potentiation; AID 485347; potentiation, % at 10 µM;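 active = potentiation over 3 SD above the plate norm, cut at about 30% in these data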; also: 0% is about no effect
Target sequence (P14416 whole entry, looked up): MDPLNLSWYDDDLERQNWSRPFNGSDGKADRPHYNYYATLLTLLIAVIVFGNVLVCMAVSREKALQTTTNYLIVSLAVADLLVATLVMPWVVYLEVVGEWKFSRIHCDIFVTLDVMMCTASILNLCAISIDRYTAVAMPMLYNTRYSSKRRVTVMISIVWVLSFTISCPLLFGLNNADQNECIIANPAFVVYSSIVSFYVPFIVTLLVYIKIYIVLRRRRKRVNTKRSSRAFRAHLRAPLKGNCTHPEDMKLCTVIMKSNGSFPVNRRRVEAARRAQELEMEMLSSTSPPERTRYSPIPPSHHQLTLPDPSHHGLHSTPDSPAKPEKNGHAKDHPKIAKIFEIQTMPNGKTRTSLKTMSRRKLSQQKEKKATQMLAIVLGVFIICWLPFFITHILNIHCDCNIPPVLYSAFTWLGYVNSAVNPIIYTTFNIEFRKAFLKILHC
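Tetracycline-induced HEK293 T-REx cells force-coupled to calcium signalling expressed D2; compounds were pin-added after a 10 s baseline, read kinetically 180 s, then an EC20 dopamine challenge followed with a further 180 s calcium read.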
D1 agonist: activates the human D1 dopamine receptor. AID 504660. HEK293 T-REx D1 cells, calcium flux, agonist mode. P21728. activation, % at 2 µM. hit rate 1% among 360,000; in the data active = activation above about 30%; also: 0% is about no effect
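Tetracycline-induced HEK293 TREx D1 cells, force-coupled to calcium signalling, were dye-loaded with a no-wash calcium kit. Compound was pin-added after a 10 s baseline. Fluorescence was read kinetically at 1 cycle/s for 180 s, with calcium rises flagged as agonism.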
Vif-A3F inh: inhibitors of Vif-A3F interaction | HeLa A3F-eYFP + Vif (tagged APOBEC3F with the HIV-1 protein that degrades it), YFP fluorescence increase | Potency, µM (top dose mostly 46.1 µM), inactives show at the top dose activity, negative = active | hit rate 0.2% among 390,000 | AID 602313; also: potency is read from the fitted curve at half-maximal effect; % of control where 0% means no effect; nearly all actives have a fitted effect of over 65% in size
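HeLa cells stably expressing A3F-eYFP plus Vif, plated and incubated overnight at 37 deg C, then exposed to compounds overnight at 37 deg C. Blocked degradation read as raised yellow fluorescence (Ex 488/Em 500-530).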
D1 antagonist: antagonists of human D1 dopamine receptor; P21728; HEK293 TREx D1 cells, calcium flux, dopamine EC80; active compounds read low; activity change, negative = inhibition, % at 10 µM; hit rate 3.2% among 360,000; AID 504652; in the data active = activity change below about -30%; also: % is scaled to controls: 0 for no effect and ±100 for the full control effect
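After overnight tetracycline induction at 30 C, force-coupled D1 HEK293 cells took up a no-wash calcium dye at room temperature. Compounds were added and monitored 180 s, and the response to EC80 dopamine was then recorded.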
An asterisk follows results filed as active; u = inconclusive; x = not tested or not shown; & = joins results of further samples. Unless noted, calls follow the shape of the dose curve; as a rule, active = well fitted curve in the direction sought with a large enough effect; inconclusive = small, poorly fitted or top-dose-only effect, or another doubt; inactive = no such curve, though single readings can be large; an effect the other way counts as inactive or inconclusive.

SMILES | D1 PAM | Vif-APOBEC3G blk | LDHA inh | RXFP1 agonist | GRP78 ERSR act | D2 PAM | D1 agonist | Vif-A3F inh | D1 antagonist
Cc1c(NS(=O)(=O)c2ccc([N+](=O)[O-])cc2)c(=O)n(-c2ccccc2)n1C | -2.4 | -2.1% | 4.6 | -3.1% | -2.5% | x | 2.8 | -5.8% | -5.8
COC(=O)c1c(-c2c(Cl)cccc2Cl)noc1NC(=O)NN1CCCCC1 | -4.5 | -0.6% | -1.3 | 0.8% | -3.1% | -3.8 | 2.5 | -14.5% | 3.2
CCCC(C)C(=O)Nc1ccc(NC(C)=O)cc1 (configuration not stated) | 0.9 | -3.3% | -2.8 | -1.6% | -0.2% | -3.0 | 2.7 | -11.9% | 0.0
O=C1CCCCCN1C(=O)c1ccc(C(=O)N2CCCCCC2=O)cc1 | -1.6 | -0.2% | -2.1 | 0.8% | -4.0% | 4.9 | -0.2 | 0.8% | 3.7
Cc1ccc(Cl)cc1NC(=O)CN1C(=O)COc2ccc(S(=O)(=O)N3CCCCCC3)cc21 | 2.2 | -2.2% | -9.2 | 0.7% | 0.5% | 0.8 | 1.1 | 4.6% | -2.6
CCN(CC)C(=O)Cc1cn(C)c2ccccc12 | -2.0 | 2.0% | -3.3 | -0.1% | 1.5% | 0.7 | -0.9 | 0.7% | -15.0
O=C(CCN1C(=O)C2C3C=CC(C3)C2C1=O)NC1CCCc2ccccc21 (configuration not stated) | -3.3 | -2.9% | -5.6 | -0.7% | -2.0% | 8.1 | -3.8 | -3.4% | 5.4
O=C(c1nc2ccc(Cl)cn2c1CN1CCC(CO)CC1)N1CCc2ccccc2C1 | 1.5 | 0.2% | 0.9 | -2.7% | -1.8% | -9.8 | -0.1 | -6.0% | 2.4
CCCN1C2CCCC1CC(NC(=O)c1ccc(F)cc1)C2 (configuration not stated) | -3.0 | 3.0% | -2.0 | -0.5% | -3.4% | 7.6 | 1.0 | -2.4% | -12.5
Cc1ccc(CNc2ncnc3[nH]ncc23)cc1 | x | -0.4% | 0.0 | x | -2.8% | x | x | 0.9% | x
COc1ccc(-c2noc(CCC(=O)NC3CCCC3)n2)cc1 | -1.3 | -0.3% | -3.1 | -0.2% | -2.0% | -1.1 | 2.5 | 11.3% | -4.6
Cc1nn(S(=O)(=O)c2ccc(F)cc2)c(C)c1S(=O)(=O)N1CCCCC1 | 0.2&0.7 | 1.6%&-1.8% | -1.6&1.7 | -1.8%&-1.4% | -9.0%&-2.2% | 9.7&15.4 | 3.9&-0.3 | 1.5%&-2.5% | -4.3&1.5
COc1ccc2nc(/C=N/NC(=O)[C@@H]3CCCN3C(=O)OC(C)(C)C)ccc2c1 | 4.1 | -3.0% | 8.9 | -1.7% | 5.9% | 6.3 | 1.2 | -6.5% | -0.9
C/C(=N\Nc1ccccc1[N+](=O)[O-])c1ccccc1O | 3.2 | -5.0% | -4.4 | 0.5% | 5.4% | -3.3 | 2.6 | -12.4% | 11.4
Cc1cccc(NC(=O)CSCC(=O)N(C)Cc2c(F)cccc2Cl)c1 | -8.1 | 0.0% | -1.1 | -0.3% | -2.4% | 19.1 | 7.9 | 2.1% | 23.2
Cc1ccc(SCCOCCN2CCOCC2)cc1 | 1.7 | 2.4% | 2.5 | 0.8% | -2.1% | -11.1 | 1.8 | 0.3% | 2.9
C/C(=N\NC(=O)CCn1nnc2ccccc21)c1cccs1 | 9.7 | 2.6% | -14.9 | 2.2% | 3.9% | 3.0 | 1.9 | -7.3% | -5.9
CCCCNC(=O)C(NS(=O)(=O)c1cccc2nsnc12)c1ccccc1 (configuration not stated) | -2.9 | -2.9% | -1.8 | 0.0% | -1.3% | 16.0 | 3.7 | 0.6% | 16.3
O=C(CSc1nnc2c(n1)[nH]c1ccc(F)cc12)N1CCOCC1 | 13.8 | -8.2% | -3.0 | 7.1% | -2.3% | -9.4 | -0.1 | -7.6% | 13.0
CCCOc1c(Br)cc(/C=N/O)cc1OC | 0.1 | -26.5% | 1.7 | -2.1% | -2.7% | -2.3 | 4.5 | -14.4% | 9.8
c1ccc2c(c1)[nH]c1c(N3CCSCC3)ncnc12 | -5.0 | -2.2% | -20.8 | 1.0% | -4.8% | 19.2 | 0.6 | -0.4% | 10.2
O=C(OCC(=O)N1CCN(C(=O)c2ccco2)CC1)c1cccc(S(=O)(=O)N2CCc3ccccc32)c1 | -8.7 | 2.1% | -9.0 | 0.7% | -7.1% | 12.0 | 10.0 | -13.0% | -29.2
O=C(NCc1ccccn1)c1ccc(Cn2cc(Br)cn2)o1 | -6.3 | 1.3% | -0.3 | 0.6% | -5.0% | -6.3 | 2.1 | -2.7% | 0.5
CC1(C(=O)N(CC(=O)NC2CCCC2)Cc2ccco2)CC(=O)N=C2C=CC=CN21 (configuration not stated) | -4.8 | 3.4% | -1.4 | 2.2% | -1.2% | 17.2 | 0.7 | -0.2% | -0.1
O=C(NCc1ccccc1Cl)C1CCC(CNc2c(N3CCCCC3)c(=O)c2=O)CC1 (configuration not stated) | -0.7 | 3.4% | -1.3 | 0.0% | -3.7% | -1.0 | -3.6 | -5.0% | -6.9
SMILES | D1 PAM | Vif-APOBEC3G blk | LDHA inh | RXFP1 agonist | GRP78 ERSR act | D2 PAM | D1 agonist | Vif-A3F inh | D1 antagonist
COc1ccc(C(c2nnnn2CCc2ccccc2)N2CCN(C)CC2)cc1OC (configuration not stated) | -8.7 | -4.2% | 0.0 | -1.6% | -4.3% | -1.5 | 1.2 | -5.7% | -2.2
CCN(CC)c1ccc(NC(=O)C2CCN(S(=O)(=O)c3c(C)noc3/C=C/c3ccccc3F)CC2)c(C)c1 | 1.8 | 5.2% | 3.7 | -0.1% | 0.8% | x | 1.2 | 6.2% | 12.7
COc1ccc2nc(Nc3ccccc3OC)sc2c1 | -8.6 | -0.7% | 0.2 | 0.6% | -2.9% | -1.2 | 2.1 | -7.1% | -7.1
Cc1ccc(NC(=O)COC(=O)c2ccc3c(c2)OCO3)cc1S(=O)(=O)N1CCCCC1 | -2.1 | -1.5% | -4.0 | 0.5% | -1.3% | -2.3 | 0.8 | 1.0% | 9.9
CN(CC(=O)Nc1ccccc1Cl)C(=O)CN1C(=O)C2CCCCC2C1=O (configuration not stated) | 4.4 | -0.5% | -6.1 | 0.9% | 1.1% | -3.5 | 1.2 | -3.4% | 0.9
Cc1ccc(C)c(-c2[nH]ncc2CN2CCCC(CO)(Cc3ccccc3C)C2)c1 (configuration not stated) | 7.0 | -5.0% | -4.0 | -3.1% | -3.0% | 3.8 | 5.2 | -5.5% | 8.8
CC(C)N(CCNC(=O)C1CCCN(c2ncnc3c2nc2n3CCCCC2)C1)Cc1ccccc1 (configuration not stated) | -4.2 | 5.3% | -0.6 | 3.5% | -1.9% | -6.7 | 0.8 | 0.9% | 5.4
COc1ccc2cc(-c3cc(C(=O)OCC(=O)NC4CCS(=O)(=O)C4)c4ccccc4n3)ccc2c1 (configuration not stated) | 2.0 | -11.4% | 2.0 | 7.7% | -9.4% | -0.4 | 3.5 | -2.3% | 3.5
COC(CNS(=O)(=O)c1cc2c3c(c1)CCN3C(=O)CC2)OC | -2.2 | 5.2% | -0.7 | 1.9% | 1.6% | 7.9 | 1.8 | 1.6% | -5.3
COCc1c(C(=O)OCC(=O)N(C)C2CCS(=O)(=O)C2)oc2ccccc12 (configuration not stated) | -7.1 | 0.5% | -2.6 | -4.3% | -6.1% | 13.1 | 0.6 | -16.9% | -20.8
CSc1cccc(N/C(=N/S(=O)(=O)c2ccccc2)NN)c1 | 2.5 | -11.0% | -3.1 | 0.9% | -7.1% | 2.3 | 2.7 | -17.5% | -7.4
CCC(O)(C#CCN1CCCCC1)CC | -4.8 | -0.7% | -10.5 | -0.9% | -2.0% | -2.0 | 2.6 | 2.7% | 2.8
Cc1cc(NC(=O)C2CC=CCC2C(=O)O)ccc1NC(=O)c1ccccc1 (configuration not stated) | 5.7 | 0.7% | -1.8 | -1.0% | 2.9% | -1.9 | -0.4 | -0.9% | -3.3
Cc1ccc(CN2[C@@H](Cc3ccccc3)C(=O)CS2(=O)=O)cc1 | 1.2 | -6.7%&-0.3% | -2.7 | 2.7% | -4.0%&-2.2% | -8.3 | -0.6 | 6.2% | 9.5
COc1cccc2cc(C(=O)OCC(=O)NCc3ccc4c(c3)OCO4)c(=O)oc12 | 0.8 | -2.4% | 5.6 | 4.3% | 3.6% | -1.9 | 0.7 | -9.3% | -0.3
O=C(CCC(=O)Nc1ccc(F)cc1)N/N=C/c1ccc(Br)cc1 | -9.0 | -0.6% | -1.4 | -0.2% | -2.5% | -3.1 | 0.8 | -8.9% | -11.6
COc1ccc(-c2ccc(/C=C3/C(=N)N4C(C)=CSC4=NC3=O)o2)c([N+](=O)[O-])c1 | 0.6 | -30.6% | -1.8 | 0.1% | -10.6% | -0.5 | 1.2 | u | -1.1
CCOC(=O)Cc1nn(CC)c(=O)c2ccccc12 | -10.6 | 0.6% | -0.7 | 2.7% | -2.9% | 11.1 | 0.8 | -3.0% | 9.0
O=C(O)CCC(=O)OCC1CCCO1 (configuration not stated) | -3.0 | 1.2% | 0.7 | 2.8% | -5.5% | -13.1 | 1.1 | 3.0% | -2.8
CN(CC(=O)NCc1ccco1)S(=O)(=O)c1cccc2cccnc12 | x | 1.8% | -2.5 | 0.9% | -2.2% | 24.9 | -0.4 | -8.8% | 3.2
COc1ccc(CCN(C)C(=O)CSc2nnc(-c3ccco3)o2)cc1OC | 12.1 | -3.8% | -6.5 | 1.0% | -3.6% | 11.1 | 3.7 | 3.1% | -3.4

Looked up above.
For Vif-APOBEC3G blk, `CCCCNC(=O)C(NS(=O)(=O)c1cccc2nsnc12)c1ccccc1` (configuration not stated) shows -2.9%
For GRP78 ERSR act, `CC1(C(=O)N(CC(=O)NC2CCCC2)Cc2ccco2)CC(=O)N=C2C=CC=CN21` (configuration not stated) shows -1.2%

An excerpt. The share of hits here may be higher or lower than overall.
